# Bioassay records: PubChem BioAssay, Broad Institute
# ERAP1 inh = inhibitors of human ERAP1 aminopeptidase; recombinant ERAP1, Leu-AMC fluorescence, 60 min; 340,000 tested, 0.15% active; inhibition, % at 10.7 µM; Q9NZ08;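 active = mean replicate inhibition of at least 30%, or all replicates individually reaching that 30% level; inactive = mean below 30% and not every replicate reaching it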;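 also: 0% = neutral control wells and 100% = L-leucinethiol positive control wells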
# RAD54 branch = blocks human RAD54 Holliday junction branch migration; Q92698; FAM/BHQ fluorescence; inhibition, % at 10.4 µM; 360,000 tested, 0.14% active;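 active = mean normalized replicate activity at least 40 and at least half of replicates scoring 40 or more; inconclusive = only one of the two criteria met; inactive = mean below 40 and under half of replicates reaching 40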;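 also: 0% = median of neutral control wells and 100% = median of positive control wells; inhibitors cause a drop in the FAM fluorescence signal; in these data hits start at about 50%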
# ERp5 inh = inhibitors of human ERp5. Q15084. ERp5 insulin aggregation, absorbance 650 nm, 90 min. inhibition, % at 9.99 µM. 350,000 tested, 0.05% active;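 active = mean replicate inhibition above about 25%, with every replicate also reaching it, limit read from the data, passing the limit was not always enough; inconclusive = only one of those two criteria met; inactive = neither criterion met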
# Target sequence (Q15084 whole entry, looked up): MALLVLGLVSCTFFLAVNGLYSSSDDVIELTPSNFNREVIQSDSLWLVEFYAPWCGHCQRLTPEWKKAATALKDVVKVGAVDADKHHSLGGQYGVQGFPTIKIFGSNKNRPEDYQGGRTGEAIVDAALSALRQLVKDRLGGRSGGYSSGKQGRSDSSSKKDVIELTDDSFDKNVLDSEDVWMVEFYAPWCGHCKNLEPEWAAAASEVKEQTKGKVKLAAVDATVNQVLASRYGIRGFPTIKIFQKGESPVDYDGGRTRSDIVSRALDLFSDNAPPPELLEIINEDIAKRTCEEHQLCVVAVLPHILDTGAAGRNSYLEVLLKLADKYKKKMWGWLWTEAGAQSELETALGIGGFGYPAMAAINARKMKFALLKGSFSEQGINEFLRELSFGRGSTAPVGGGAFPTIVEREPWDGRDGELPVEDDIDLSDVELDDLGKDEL
# E-selectin induc = induces E-selectin expression in human endothelial cells | P16581 | HUVEC E-selectin immunofluorescence imaging; normalized: neutral wells 0, TNF-alpha wells 100 | activation, % at 7.58 µM | 260,000 tested, 0.37% active;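 active = mean E-selectin-positive cell signal at least 10% of the positive control, reached in at least 60% of replicates, without over 20% cell loss; inconclusive = no rule given, readout overlaps actives, possibly toxicity-flagged; inactive = the rest, including those meeting only one limit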;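 also: in these data hits start at about 27%; measured in HUVEC primary endothelial cells; signal is the percent of cells scored E-selectin positive by PE staining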
# Target sequence (P16581 whole entry, looked up): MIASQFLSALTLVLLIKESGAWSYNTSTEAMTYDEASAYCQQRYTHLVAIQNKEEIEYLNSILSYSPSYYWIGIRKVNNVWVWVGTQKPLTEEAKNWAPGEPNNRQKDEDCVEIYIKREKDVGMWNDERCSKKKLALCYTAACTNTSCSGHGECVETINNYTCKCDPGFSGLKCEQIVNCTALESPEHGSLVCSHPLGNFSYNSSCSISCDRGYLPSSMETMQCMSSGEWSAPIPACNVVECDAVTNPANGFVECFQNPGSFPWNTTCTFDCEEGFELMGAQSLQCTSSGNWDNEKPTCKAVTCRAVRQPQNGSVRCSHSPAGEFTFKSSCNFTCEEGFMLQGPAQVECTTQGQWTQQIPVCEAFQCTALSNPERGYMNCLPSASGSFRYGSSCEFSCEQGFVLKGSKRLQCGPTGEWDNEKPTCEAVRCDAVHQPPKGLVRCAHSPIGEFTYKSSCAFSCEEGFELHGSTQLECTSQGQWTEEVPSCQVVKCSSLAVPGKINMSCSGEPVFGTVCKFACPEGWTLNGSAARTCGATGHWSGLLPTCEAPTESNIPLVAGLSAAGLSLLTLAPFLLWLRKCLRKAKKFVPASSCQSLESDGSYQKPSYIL
#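 Test system: HUVEC | Signal: Immunofluorescence imaging | Read-out: Percent E-selectin-positive cells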
# XiGFP reactiv = X-chromosome reactivation activator; XiGFP mouse fibroblasts, % GFP-positive cells imaging, 3 d; cells co-treated with 5-aza-dC sensitizer; scaled so ellipticine positive control = 100%; activation, % at 7.58 µM; 360,000 tested, 0.055% active;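 active = mean normalized replicate activation at least 10% and every replicate at or above 10%; inconclusive = only one of the two criteria met; inactive = mean below 10% and not all replicates reach 10%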;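 also: 0% = median of on-plate neutral control wells and 100% = ellipticine 6 µM median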
#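 Assay system: SV40-immortalized XiGFP fibroblast cells, line 68-5-11; buffer or medium: DMEM plus 5-aza-dC sensitizer; compound: one concentration, pinned; timing: compounds 3 days, fix/stain 15 min at room temperature; benchmarks: positive control ellipticine, 6 µM final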
# S100A4 MyoIIA = blocks human S100A4 binding to myosin IIA peptide; inhibition, % at 10.7 µM; AID 652163; P26447; S100A4/TAMRA-MyoIIA peptide fluorescence polarization; 360,000 tested, 0.14% active;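 active = mean inhibition of at least 70% across replicates, with every replicate also reaching that level; inconclusive = mean inhibition reaches 70% but some replicates fall short; inactive = mean inhibition below 70%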
#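 Material: S100A4 monomer protein / Buffer or medium: 50 mM HEPES pH 7.2, 10 mM CaCl2, 100 mM KCl / Times: 5 min incubation before reading / Benchmarks: neutral control DMSO, positive control TFP / Reagent: labelled myosin peptide probe, 5 nM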
# esBAF inh = SWI/SNF esBAF complex inhibition | mouse ES cells, Bmi1-luciferase knock-in reporter, 24 h; 100% = twice the neutral-well signal | reporter increase, % at 12.5 µM | 350,000 tested, 2% active; in the data active = activation above about 40%; inconclusive = no clear call, values can overlap the other calls;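 also: 0% = median of the plate's neutral control wells and 100% = double that signal; a rise in the Bmi1 reporter signal indicates esBAF inhibition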
# RAD52 inh = RAD52 (human) annealing inhibition. AID 651710. P43351. 360,000 tested, 0.46% active. inhibition, % at 18.7 µM. recombinant RAD52 DNA annealing, FRET fluorescence;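 active = every replicate showing at least 50% inhibition; inconclusive = mean inhibition at least 50% but not in every replicate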
# Active calls of the source: *; ? = inconclusive; · = not tested or not shown; & = joins results of further samples.
SMILES,ERAP1 inh,RAD54 branch,ERp5 inh,E-selectin induc,XiGFP reactiv,S100A4 MyoIIA,esBAF inh,RAD52 inh
COc1ccc(OC)c(S(=O)(=O)NCCCc2ccccc2)c1,3,2,0,·,-0.1,-2,-4,-2
Cc1cccn2c(=O)c(/C=C(\C#N)C(=O)NCc3ccco3)c(N3CCCCC3)nc12,6,7,6,·,0.0,-8,0,-21
COCCOc1cc(COC)nc(-c2cccc(C)c2)n1,1,3,4,·,0.0,0,·,-9
Cc1noc(C)c1S(=O)(=O)N(C)C[C@H]1OCCCC[C@@H](C)Oc2ccc(NC(=O)Nc3cccc4ccccc34)cc2C(=O)N([C@H](C)CO)C[C@@H]1C,2,-2,-1,3.7,-0.2,9,4,-4
COCc1[nH]nc2c1C(c1ccccc1)NC2=O (centres undefined),1,·,4,-0.1,0.5,0,·,7
COc1cccc(NC(=O)[C@@H]2CCCN2C(=O)[C@@H]2Cc3ccccc3CN2C(=O)OC(C)(C)C)c1,2,5,-13,·,0.1,0,26,-9
COc1ccc(-c2csc(Nc3ccc(C)cn3)n2)cc1,-3,·,3,0.0,0.0,4,·,0
Cc1cccc(-c2nnc(SCC(=O)N3CCCC3)o2)c1,-4,0,-2,-0.1,-0.1,-17,7,-17
C=CCc1c(O)c(CC)cc2c(C)cc(=O)oc12,-85,·,1,9.4,0.0,5,·,2
Cc1cccc(CC(=O)NCC(=O)NCc2cc(=O)n(C)c(=O)n2C)c1,4,5,11,3.3,0.0,-2,-3,2
CC[C@H](C)C(N)c1cn(C(CCCN=C(N)N)C(=O)N2CCNCC2)nn1 (some centres undefined),0,-7,6,-0.1,0.1,-3,8,48
CC(OC(=O)CCN=C1NS(=O)(=O)c2ccccc21)C(=O)NCc1ccccc1 (centres undefined),2,3,-2,-1.4,0.2,-2,7,3
Cc1cccc(C(=O)NC(CC(=O)O)c2ccc(OC3CCCC3)cc2)c1[N+](=O)[O-] (centres undefined),6,·,1,6.0,0.0,-9,·,-14
N#Cc1ccc(-c2csc(-c3ccno3)n2)cc1,·,1,-7,1.8,0.0,1,·,-37
CC(=O)c1ccc2c(c1)OCCOCCOCCOCCOCCO2,1,1,-3,0.0,?,-4,·,-6
CS(=O)(=O)N(CCc1ccccc1)CC(=O)NCc1ccccc1,-2,-8,-1,-0.1,0.0,4,-3,-5
C/C(=N\NC(=O)CC1N=C(Cc2ccccc2)NNC1=O)c1ccc(Br)cc1 (centres undefined),3,·,-2,0.2,?,-4,·,-6
O=C(CCc1ccccc1)N/N=C/c1cc(Br)ccc1O,2,·,-1,·,0.0,8,·,-7
C[C@H](CO)N1C[C@H](C)[C@H](CN(C)C(=O)Nc2cccc(F)c2)OCc2cnnn2CCCC1=O,-1,0,-6&-1,1.1&0.1,0.1&-0.6,-3&-5,-5,-7&2
CCc1sc(C(=O)Nc2ccccc2N2CCOCC2)cc1C,-1,·,2,·,0.0,-1,·,-13

# Profiles from above.
# O=C(CCc1ccccc1)N/N=C/c1cc(Br)ccc1O in the list: ERAP1 inh = 2; RAD54 branch = ·; ERp5 inh = -1; E-selectin induc = ·; XiGFP reactiv = 0.0; S100A4 MyoIIA = 8; esBAF inh = ·; RAD52 inh = -7
# CCc1sc(C(=O)Nc2ccccc2N2CCOCC2)cc1C in the list: ERAP1 inh = -1; RAD54 branch = ·; ERp5 inh = 2; E-selectin induc = ·; XiGFP reactiv = 0.0; S100A4 MyoIIA = -1; esBAF inh = ·; RAD52 inh = -13
# COCCOc1cc(COC)nc(-c2cccc(C)c2)n1 in the list: ERAP1 inh = 1; RAD54 branch = 3; ERp5 inh = 4; E-selectin induc = ·; XiGFP reactiv = 0.0; S100A4 MyoIIA = 0; esBAF inh = ·; RAD52 inh = -9

# Next results.
SMILES,ERAP1 inh,RAD54 branch,ERp5 inh,E-selectin induc,XiGFP reactiv,S100A4 MyoIIA,esBAF inh,RAD52 inh
COc1ccc(NC(=O)c2ccc(NC(=O)CN3CCN(c4ccccc4)CC3)cc2)cc1,3,-5,9,-1.3,0.2,-2,-3,-10
Cc1ccc(C(=O)N/C(=C\c2cccs2)C(=O)NC2CCCCC2)cc1,-1,6,4,·,·,5,5,5
COc1ccccc1-c1ccc2n(c1=O)C[C@H]1[C@H](CO)[C@@H](C(=O)N(C)C)[C@@H]2N1C(=O)c1cccnc1,4,15,-4,-0.1,-0.1,-1,1,1
COc1ccccc1C(=O)Nc1ccnn1C1CCN(Cc2cc(C)c(C)cc2C)CC1,1,6,0,-0.1,0.2,-2,·,-27
CCCN1CCN(CCCNC(=O)C(CC)n2nc(C)c3sc4ccccc4c3c2=O)CC1 (centres undefined),-7,-3,-8,·,0.1,113*,9,-14
CO[C@@H]1CN(C)C(=O)c2ccc(NC(=O)c3ccccc3F)cc2OC[C@@H](C)N(CC2CC2)C[C@H]1C,-3,3,-6,1.1,0.0,7,6,-1
O=C(C1CCCCC1)N1CC(=O)N2[C@H](CO)[C@H](c3ccc(Br)cc3)[C@H]2C1,0,·,-1,0.6,0.0,7,·,2
O=S(=O)(NCC1CCCO1)c1cnc(Cl)c(Br)c1 (centres undefined),4,-3,2,·,-0.1,-1,·,-6
Cc1cccc(C)c1NC(=O)C1(C)CCC(=O)N1CCCn1ccnc1 (centres undefined),-7,-22,-2,0.0,0.6,-3,-4,0
CCN(CC)C(=O)C(=O)Nc1ccc(OC)c(Cl)c1,5,2,2,5.3,0.0,-3,17,-17
O=C(NCc1ccccc1Cl)C1CCC(CNc2c(N3CCCCC3)c(=O)c2=O)CC1 (centres undefined),-2,1,0,-0.3,0.3,-3,-6,4
C[C@H]1CN([C@@H](C)CO)C(=O)c2cc(-c3ccc(C(=O)N(C)C)cc3)cnc2O[C@@H]1CN(C)C,1,3,1,0.1,-0.8,0,5,0
N#Cc1ccc(OCC(=O)N2CCc3ccccc32)cc1,-1,-11,5,·,0.2,-1,45*,-13
CS(=O)(=O)c1ccc(Cl)c(NC(=O)COC(=O)CNC(=O)c2cccs2)c1,3,-3,-4,·,0.0,10,0,-7
CN(C(=O)COC(=O)c1c2c(nc3ccccc13)/C(=C/c1cccc([N+](=O)[O-])c1)CCC2)C1CCS(=O)(=O)C1 (centres undefined),3,·,1,-1.0,0.2,-4,-2,-8
O=C(C[C@@H]1CC[C@H]2[C@@H](COC[C@H](O)CN2S(=O)(=O)c2ccc(F)cc2)O1)N[C@@H]1CCN(Cc2ccccc2)C1,1,1,1,0.0,-0.1,-4,3,13
COc1ccc(C(=O)Nc2cc(C)on2)cc1S(=O)(=O)N1CC(c2ccccc2)CC1=O (centres undefined),0,3,2,·,0.1,-2,·,-7
Cc1ccc(N2C(=O)NC(NC(=O)C3CC3)(C(F)(F)F)C2=O)cc1 (centres undefined),0,2,2,·,-0.1,7,·,-13
Cc1csc(NC(=O)C2CCN(S(=O)(=O)c3cccs3)CC2)n1,-6,5,1,4.9,0.0,-6,0,-3
CC(OC(=O)CC1CCCC1)C(=O)Nc1ccc(Cl)cn1 (centres undefined),-1,8,-3,0.4,0.1,6,4,-9
O=C(NC1Cc2ccccc2C1)[C@@H]1[C@@H](CO)[C@@H]2Cn3c(ccc(C4=CCCC4)c3=O)[C@H]1N2,0,-3,-1,-0.2,-0.1,8,-3,-36
CCc1nc(SCC(=O)Nc2cccc(C(F)(F)F)c2)c2c(=O)n(C)c(=O)n(C)c2n1,8,-12,5,0.5,0.0,1,-16,0
CSc1ncccc1C(=O)N1CCN(C(=O)c2ccccc2)CC1,-1,-4,4,-0.1,-0.1,1,-2,-10
O=[N+]([O-])c1cccc2c(N3CCOCC3)ccnc12,·,·,2,-1.6,0.5,7,·,3
CN(C)CCCNC(=O)C[C@H]1CC[C@H]2[C@@H](COc3ccc(NC(=O)C4CCC4)cc3C(=O)N2C)O1,0,8,2,0.2,0.1,3,-5,0
CCOC(=O)N(Cc1ccccc1)Cc1ccc(C(=O)N[C@@H](Cc2ccccc2)C(=O)O)cc1,3,·,2,0.3,0.0,3,2,-6
CCOc1ccc2nc(NC(=O)/C=C/c3ccc4c(c3)OCO4)sc2c1,3,·,6,0.7,-0.1,-18,·,-3
CCS(=O)(=O)N1CCN(C(=O)c2ccccc2[N+](=O)[O-])CC1,-6,-6,23,·,0.0,-2,-7,-14
COc1ccc(C2CC(c3ccc(Cl)c(Cl)c3)Nc3nc(N)nn32)cc1 (centres undefined),-1,0,-1,1.3,0.0,1,3,-17
CCNC(=O)[C@H]1[C@H](CO)[C@H]2Cn3c(ccc(-c4ccc(F)cc4)c3=O)[C@@H]1N2Cc1ccccc1F,-3,6,0,0.1,-0.1,1,1,-7
COc1ccc(N/C=C(\C#N)c2ccc(OCCCF)cc2)cc1,8,1,-11,·,·,-3,·,-8
C[C@@H]1CCCCO[C@H](CN(C)C(=O)Nc2ccc3c(c2)OCO3)[C@H](C)CN([C@H](C)CO)C(=O)c2cc(NS(=O)(=O)c3cccs3)ccc2O1,2,2,-3,0.0,0.2,4,6,-10
NC(=O)CN(c1ccc(Oc2ccccc2)cc1)S(=O)(=O)c1ccccc1,1,12,-5,·,0.1,-2,0,4
COc1ccc(S(=O)(=O)N2CCN(C(=O)C3COc4ccccc4O3)CC2)cc1 (centres undefined),2,-1,-7,-1.1,0.1,-5,-5,-19
C[C@H]1CN([C@@H](C)CO)C(=O)Cc2cc(NS(C)(=O)=O)ccc2O[C@@H]1CN(C)S(=O)(=O)c1ccccc1,5,1,-2,-2.8,-0.3,-2,3,13
O=C1C2C3CC(C2C(=O)N1c1cccc(Cl)c1)[C@H](O)C3O (some centres undefined),0,2,6,·,0.2,-4,·,-8
C[C@@H]1CN([C@H](C)CO)C(=O)CCCn2cc(nn2)CO[C@@H]1CN(C)C(=O)CCCN(C)C,1,4,-6,·,·,-8,-7,0
O=C(OCC1COC(c2ccccc2)(c2ccccc2)O1)c1ccccc1 (centres undefined),-6,·,4,1.0,-0.1,4,·,-1
Cc1ccc(S(=O)(=O)Nc2csc(C)c2C(=O)O)cc1,·,·,0,-0.3,0.4,-3,·,-29
COCCNC(=O)C[C@@H]1CC[C@H](NC(=O)NC2CCCC2)[C@H](CO)O1,-2,9,2,0.0,0.1,7,-2,1
CCOC(=O)CNC(=O)C12CC3CC(CC(C3)C1)C2,-4,·,-12,1.7,-0.1,0,·,1
COc1cccc(C(=O)C2=NN(C(C)=O)CC2c2ccco2)c1 (centres undefined),2,·,-4,-0.1,0.0,-2,·,-14
COc1cc(NC(=O)CNC(=O)Cn2cnc3sc(C)c(C)c3c2=O)cc(OC)c1OC,2,-2,-4,0.6,0.1,0,4,-6
CSc1nc(O)c(Nc2cccc(Cl)c2)c(=O)[nH]1,-4,0,-1,0.0,0.1,-4,-3,-8
CCCNC(=O)N[C@@H]1CC[C@H](CC(=O)NC2CCC2)O[C@H]1CO,·,6,·,-0.3,0.0,·,3,·
